Source: PubChem BioAssay
M5 PAM: CHRM5 positive allosteric modulation. P08912. CHO-K1 hM5, Fluo-8 calcium, ACh EC20 PAM; 0% = ACh EC20, 100% = ACh EC100. activation, % at 3 µM. actives 0.3% (n = 360,000). AID 624038;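 active means activation above the run cutoff, the mean activation of all test compounds plus 3 SD, cut at about 18% in these data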
Target sequence (P08912 whole entry, looked up): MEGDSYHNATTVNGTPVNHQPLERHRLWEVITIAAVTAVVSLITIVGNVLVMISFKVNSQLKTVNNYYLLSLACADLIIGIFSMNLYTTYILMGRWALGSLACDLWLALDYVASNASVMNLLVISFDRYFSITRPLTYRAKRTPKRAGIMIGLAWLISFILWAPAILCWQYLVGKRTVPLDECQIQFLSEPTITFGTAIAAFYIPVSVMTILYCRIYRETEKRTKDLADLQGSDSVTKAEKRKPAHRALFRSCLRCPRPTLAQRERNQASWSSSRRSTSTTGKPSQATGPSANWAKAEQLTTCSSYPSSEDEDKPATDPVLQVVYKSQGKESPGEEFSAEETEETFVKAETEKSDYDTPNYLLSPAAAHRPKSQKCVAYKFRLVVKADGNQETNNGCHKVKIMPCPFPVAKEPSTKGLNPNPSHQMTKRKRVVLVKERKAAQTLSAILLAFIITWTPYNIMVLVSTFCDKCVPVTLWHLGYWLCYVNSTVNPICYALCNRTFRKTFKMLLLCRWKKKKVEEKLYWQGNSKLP
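system = human M5 receptor in CHO-K1 cells | reagent = EC20 acetylcholine as agonist stimulus | compound dosing = single-point, 3 µM nominal | incubation = Fluo-8 loading 80 min at 37 °C plus 30 min room temperature | detection = Fluo-8 calcium dye fluorescence, kinetic read | benchmarks = low control EC20 acetylcholine (0%), high control EC100 acetylcholine (100%)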
CHRM1 PAM: potentiates human M1 receptor response to acetylcholine. P11229. CHO-K1 hM1, Fluo-8 calcium fluorescence, ACh EC20; 0% = ACh EC20, 100% = maximal ACh. actives 0.088% (n = 360,000). AID 588819. activation, % at 3 µM; in the data active means activation above about 19%, passing the limit was not always enough
M5 ag: CHRM5 agonism in calcium assay; CHO-K1 hM5 cells, Fluo-8 calcium fluorescence; 0% DMSO wells, 100% maximal acetylcholine response; activation, % at 3 µM; actives 0.19% (n = 360,000); AID 624037;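 active means activation above the run's mean over test compounds plus 3 SD, cut at about 23% in these data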;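 further: signal is peak over basal fluorescence ratio across the kinetic read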
CRFBP-R2 block: blocks CRF-induced signaling of the CRF-BP/CRF-R2 complex; HEK293 CRF-R2/CRF-BP, CRF-induced calcium fluorescence; inhibition, % at 11.8 µM; actives 0.59% (n = 350,000);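 active means inhibition of the ligand-induced calcium signal above about 50% at the single tested concentration, limit read from the data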
M5 antag: CHRM5 antagonism in calcium assay; P08912; CHO-hM5 cells, Fluo-8 calcium fluorescence, ACh EC80; inhibition, % at 3 µM; actives 0.59% (n = 360,000); AID 624040;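 active means inhibition above a per-plate cutoff, the mean of that plate's test compounds plus 3 SD, cut at about 27% in these data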;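 further: 0% = acetylcholine EC80 with DMSO and 100% = DMSO without agonist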
M4 PAM: positive allosteric modulators of human muscarinic M4 receptor; activation, % at 3 µM; actives 0.4% (n = 360,000); P08173; CHO-K1 hM4/Gqi5, Fluo-8 calcium fluorescence, ACh EC20; 0% = ACh EC20, 100% = maximal ACh;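 active means activation above its plate's cutoff, the mean activation of sample wells plus 3 SD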; further: some results filed as inactive read as strong as hits
Target sequence (P08173 whole entry, looked up): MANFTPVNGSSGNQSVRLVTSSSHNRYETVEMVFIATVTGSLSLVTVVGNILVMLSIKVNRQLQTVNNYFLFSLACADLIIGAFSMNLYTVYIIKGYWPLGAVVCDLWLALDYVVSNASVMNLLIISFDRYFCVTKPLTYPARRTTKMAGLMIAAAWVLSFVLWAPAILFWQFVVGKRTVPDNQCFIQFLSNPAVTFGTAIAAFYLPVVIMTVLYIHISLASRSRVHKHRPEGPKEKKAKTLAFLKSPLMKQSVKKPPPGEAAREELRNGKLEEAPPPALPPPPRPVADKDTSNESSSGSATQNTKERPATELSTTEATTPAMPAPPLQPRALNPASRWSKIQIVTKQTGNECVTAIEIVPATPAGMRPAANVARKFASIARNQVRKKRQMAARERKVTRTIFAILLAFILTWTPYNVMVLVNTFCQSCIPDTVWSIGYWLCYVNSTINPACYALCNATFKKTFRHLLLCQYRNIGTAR
CRFR2-BP ag: CRF-BP/CRF-R2 complex agonism; HEK293 CRF-R2/CRF-BP, calcium dye fluorescence (FLIPR); percent of saturating CRF peptide response; activation, % at 13.2 µM; actives 0.46% (n = 350,000);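 active means activation of at least 50%, plus an integration ratio under a set limit after plate pattern correction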;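 further: plate controls were neutral control wells without compound for no effect and CRF at EC100 for full effect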
CHRM4 antagonist: blocks acetylcholine activation of human M4 receptor | P08173 | CHO-hM4 cells, ACh EC80, Fluo-8 calcium fluorescence | inhibition, % at 3 µM | actives 0.73% (n = 360,000);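 active means inhibition above its plate's cutoff, the mean inhibition of sample wells plus 3 SD, cut at about 27% in these data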;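 further: 0% = acetylcholine EC80 with DMSO and 100% = DMSO without agonist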
CHRM4 agonist: agonists of human muscarinic M4 receptor (CHRM4) | P08173 | CHO-K1 hM4/Gqi5, Fluo-8 calcium fluorescence; vehicle 0%, full acetylcholine response 100% | activation, % at 3 µM | actives 0.14% (n = 360,000);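 active means activation above the run mean over all test wells plus 3 SD, cut at about 32% in these data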;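 further: peak over basal fluorescence ratio per well then scaled between controls; 0% = DMSO wells and 100% = acetylcholine at EC100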
* marks the source's active call; other numbers are inactive results; x = no result given.

SMILES	M5 PAM	CHRM1 PAM	M5 ag	CRFBP-R2 block	M5 antag	M4 PAM	CRFR2-BP ag	CHRM4 antagonist	CHRM4 agonist
N#CC(C(N)=O)=C1CCCCC1	-1	5	0	15	-4	-1	-2.4	1	1
COc1ccc(C)c2sc(NC(=O)C3CC3)nc12	-1	5	1	-9	0	12	-1.4	-8	2
Cc1ccc(C(=O)/C=C/c2ccc3c(c2)OCCO3)c(O)c1	-7	4	1	-3	12	1	1.1	-2	0
Cc1cc(NC(=O)CSc2nnc(Nc3ccccc3F)s2)no1	0	10	3	1	3	3	0.9	2	0
CS(=O)(=O)c1cc(N2CCOCC2)ccc1CNC[C@H]1O[C@@H](n2cnc3c(=O)[nH]c(N)nc32)[C@H](O)[C@@H]1O	6	-1	4	x	8	-1	x	3	1
Cc1ccc(N2C(=O)c3cccc(Oc4ccc(Cl)cc4)c3C2=O)c(C)c1	4	-2	5	-29	-5	2	-1.4	2	1
CSCC[C@H](NC(=O)c1ccc(OCC2CCCO2)cc1)c1nc2ccccc2[nH]1 (stereo not given in full)	4	2	0	-18	13	5	-0.2	-11	1
CCCOc1ccc(C2C(C(=O)c3ccc(C)o3)=C(O)C(=O)N2CCN2CCOCC2)cc1OC (stereo not given)	-3	5	-1	-2	-2	-4	-1.1	2	0
N=c1n(CCCOc2ccccc2Cl)c2ccccc2n1CC(N)=O	4	14	-5	-11	-1	14	1.9	10	1
COc1ccccc1CNC(=O)c1ccc2nc(N3CCOCC3)sc2c1	-5	2	1	8	-4	4	0.2	-11	5
COc1ccc(N2CCN(C(=O)c3cc4c(s3)-c3ccccc3OC4)CC2)cc1	-4	13	1	18	-2	6	-1.1	-19	1
COC(C(=O)Nc1ccccc1F)c1ccccc1 (stereo not given)	3	9	-3	-4	-2	-1	2.9	3	0
CCCNC(=O)C(Cc1ccc(OC)cc1)NC(=O)c1ccc(C#N)cc1 (stereo not given)	6	20	1	6	5	4	-3.2	8	1
CCOc1ccc(-n2c(SCC(=O)N3CCC(C(=O)O)CC3)nc3ccccc3c2=O)cc1	2	0	-3	-11	9	3	-0.3	-5	0
CCN(CC)c1ccc(S(=O)(=O)N2CCOCC2)cc1NC(=O)CNCc1ccccc1	-1	0	0	-1	9	-19	-0.9	0	6
Oc1ccc(Nc2nc(-c3cccs3)cs2)cc1	-1	-2	2	-1	10	-3	-1.6	6	1
COc1ccc(C(=O)NCCCN=C2NS(=O)(=O)c3ccccc32)cc1	-1	0	-2	-3	9	13	-0.4	1	1
CCOC(=O)c1nn(-c2ccc(Cl)cc2)c2nnc(Cc3ccc(C)cc3)c(=O)n12	-4	3	-5	-25	2	-5	-0.1	0	-1
Cc1ccc([N+](=O)[O-])cc1NC(=O)CSc1nnc(C)n1CC1CCCO1 (stereo not given)	1	-3	-4	4	20	-7	-1.9	3	0
COc1ccc(Cl)cc1NC(=O)CN1CCC(NC(=O)C2CC2)CC1	5	21	0	-3	5	-2	1.4	-2	1
COc1ccc(-c2c([C@H]3[C@H]4C=CC[C@@H](C)[C@@H]4C(=O)N3Cc3ccccc3)ccc3ccccc23)cc1OC	0	-5	1	11	-2	-2	0.5	1	1
CCOC(=O)c1ccc2c(c1)N(CC(=O)N1CCCC1)C(=O)C(C)(C)O2	-1	15	-4	-4	2	10	-1.1	2	1
CCN(C[C@H]1N[C@@](Cc2ccccc2)(C(=O)OC)[C@H]2C(=O)N(Cc3ccccc3)C(=O)[C@@H]12)C(=O)c1ccc(C)cc1	2	-5	0	39	-13	1	-0.6	-5	0
COc1ccc(COc2cccc(C=O)c2)cc1	7	7	-7	4	9	19	-1.7	-1	0
CCOC(=O)CCCCC(=O)c1[nH]c(=O)[nH]c1CSCCO	3	4	2	1	-8	9	0.9	-7	0
O=C(CC1C(=O)NCCN1Cc1ccccc1C(F)(F)F)NCCN1CCCCC1=O (stereo not given)	-3	8	-5	8	12	6	0.4	-2	0
Cc1ccccc1OCCC(=O)NNC(=O)COc1cccc(F)c1	-4	-7	1	5	4	-1	-1.5	9	1
O=C(Cc1ccccc1)Nc1nnc(-c2ccco2)o1	4	12	5	-8	14	-3	-2.8	-7	0
COc1ccc(N(CC(=O)NC2CCS(=O)(=O)C2)S(=O)(=O)c2ccc(Cl)c(Cl)c2)cc1 (stereo not given)	4	12	2	5	5	7	-1.4	-6	0
CCOC(=O)C1=C(C)NC(=O)NC1c1ccc(OCC(=O)OC)c(OC)c1 (stereo not given)	3	0	-4	-7	-9	14	-0.2	-11	2
CCOC(=O)C1CCCN(S(=O)(=O)c2c(C)noc2C)C1 (stereo not given)	1	4	-5	14	-4	-1	1.5	-1	1
CC1CN(c2nc3c(c(=O)[nH]c(=O)n3C)n2Cc2ccccc2F)CC(C)O1 (stereo not given)	1	4	0	-22	-3	2	-1.6	-1	0
CCc1cc(=O)oc2cc(C)cc(OCC(=O)N3CCC[C@@H]3C(=O)O)c12	-3	1	3	1	6	2	-1.0	1	x
Cc1nc(CN2CCC(c3ccccc3)CC2)cc(=O)[nH]1	5	-6	-2	4	-14	4	-1.1	-10	2
Cc1c(C(=O)NCc2ccccc2C(F)(F)F)sc(=O)n1Cc1ccc(Cl)c(Cl)c1	-5	-4	-1	x	-1	-6	x	3	1
Cc1cccc(-n2nnc(C(=O)N3CCc4ccccc4C3)c2N)c1	3	3	-5	-19	2	2	-0.7	2	2
O=C1/C(=C/c2cccc(O)c2)SC(=S)N1CC1CCCO1 (stereo not given)	-6	5	6	-5	1	-13	-1.0	1	3
CCn1cc(CN2CCCC(CO)(Cc3ccc(F)cc3)C2)c2ccccc21 (stereo not given)	-1	0	-7	-11	3	-9	0.3	2	6
COc1ccc(C2Nc3ccc(Br)cc3C(c3ccccc3)N2CC(=O)O)cc1 (stereo not given)	6	2	-1	87*	2	-1	-6.3	6	1
CCCCCCOc1ccc(C(CC(N)=O)C(=O)O)cc1 (stereo not given)	4	5	-1	13	9	11	-2.1	-10	3
N=c1c(C(=O)NCC2CCCO2)cc2c(=O)n3ccccc3nc2n1Cc1ccccc1 (stereo not given)	-6	-3	-8	8	11	-7	1.7	-20	1
COC(=O)c1cc(NS(=O)(=O)c2ccc(Cl)c(N3C(=O)c4ccc(C(=O)O)cc4C3=O)c2)cc(C(=O)OC)c1	-1	11	2	7	9	-3	-0.3	3	2
C=CCNC(=O)C1CCN(S(=O)(=O)c2cccs2)CC1	8	14	-2	3	3	5	-1.1	1	0
Cc1ccc(/C=C/C(=O)O)cc1S(=O)(=O)NCCCO	1	5	0	-29	-1	4	3.6	-4	0
COc1ccc(/C=N/NC(=O)c2cccc(C(=O)N/N=C/c3ccc(OC)c(OC)c3)n2)cc1OC	-2	0	-3	4	12	-6	-0.6	7	1
CCOC(=O)c1ccc(NC(=O)NC(C)C2CCCO2)cc1 (stereo not given)	4	-1	1	-24	-5	-5	2.0	1	1
O=C(COC(=O)c1ccccc1)NC12CC3CC(CC(C3)C1)C2	5	1	0	-2	6	0	0.8	3	0
Cc1noc(C)c1S(=O)(=O)N1CCC(C(=O)N(C)Cc2ccccc2)CC1	2	2	-3	-12	3	4	-1.2	-3	1
COCCNc1nc(SCC(=O)N2CCN(c3ccccc3)CC2)nc2ccccc12	2	-11	-4	36	-7	-13	-0.5	10	0
Cc1nn(Cc2ccc(F)cc2)c2sc(C(=O)Nc3ccc(N4CCOCC4)cc3N3CCOCC3)cc12	-5	4	-1	3	6	6	-0.6	-1	2

Whole records, quoted from the list. Values in the order: M5 PAM	CHRM1 PAM	M5 ag	CRFBP-R2 block	M5 antag	M4 PAM	CRFR2-BP ag	CHRM4 antagonist	CHRM4 agonist
N=c1c(C(=O)NCC2CCCO2)cc2c(=O)n3ccccc3nc2n1Cc1ccccc1 (stereo not given) across the screens: -6	-3	-8	8	11	-7	1.7	-20	1
Cc1noc(C)c1S(=O)(=O)N1CCC(C(=O)N(C)Cc2ccccc2)CC1 across the screens: 2	2	-3	-12	3	4	-1.2	-3	1
COC(=O)c1cc(NS(=O)(=O)c2ccc(Cl)c(N3C(=O)c4ccc(C(=O)O)cc4C3=O)c2)cc(C(=O)OC)c1 across the screens: -1	11	2	7	9	-3	-0.3	3	2

The results go on.
SMILES	M5 PAM	CHRM1 PAM	M5 ag	CRFBP-R2 block	M5 antag	M4 PAM	CRFR2-BP ag	CHRM4 antagonist	CHRM4 agonist
CC(=NNC(=S)Nc1ccc(C)cc1)c1ccccn1	6	-5	-3	-36	6	4	-2.8	-2	-2
COc1cccc(-c2csc(NNC(=O)c3cccs3)n2)c1	8	13	3	15	-10	-7	-0.7	-7	5
COc1cc(/C=C(\C#N)C(=O)N2CCCCC2)ccc1O	-6	-1	-13	12	4	-8	-2.8	-5	1
O=C(CNC(=O)c1ccccc1Cl)OCC(=O)N1CCc2ccccc21	6	2	-6	1	-6	3	-1.8	-17	2
Cn1cnnc1SCC(=O)Nc1ccc(Br)cc1F	0	9	5	4	3	9	-0.4	-8	-1
CC(C)C(=O)Nc1cccc(NC(=O)c2ccc([N+](=O)[O-])cc2Cl)c1	-1	5	-3	11	1	2	-1.0	-8	1
Cc1ccc2nc(NC(=O)Cn3cc4c(n3)CCCCC4)sc2c1	-1	10	3	-11	-5	8	-1.8	-5	1
Cc1ccc(Oc2ccc(NS(=O)(=O)c3cccc(C(=O)O)c3)cc2)cc1	0	22	3	-3	-6	10	3.0	-4	0
O=C1N=c2ccccc2=C1c1sc(=S)n(CC2CCCO2)c1O (stereo not given)	-1	8	0	13	-1	3	-0.2	-2	1
O=C(NCc1nnc(SCC(=O)N2CCc3ccccc32)o1)c1cccs1	-4	1	-1	29	5	-6	-2.1	6	1

Just M5 antag, CHRM1 PAM and CRFR2-BP ag, for two of the compounds above:
| Compound | M5 antag | CHRM1 PAM | CRFR2-BP ag |
| --- | --- | --- | --- |
| O=C(CNC(=O)c1ccccc1Cl)OCC(=O)N1CCc2ccccc21 | -6 | 2 | -1.8 |
| Cc1ccc2nc(NC(=O)Cn3cc4c(n3)CCCCC4)sc2c1 | -5 | 10 | -1.8 |

Next part
SMILES	M5 PAM	CHRM1 PAM	M5 ag	CRFBP-R2 block	M5 antag	M4 PAM	CRFR2-BP ag	CHRM4 antagonist	CHRM4 agonist
Cc1cc(NC(=O)Nc2cccc(Cl)c2)n(-c2ccccc2)n1	-10	11	0	-3	18	-6	0.2	-3	7
COC(=O)c1c(NC(=O)c2ccco2)sc2c1CC(C)(C)NC2(C)C	1	5	-4	5	7	4	0.0	-1	2
COc1ccc(C(=O)C2CCCN(S(=O)(=O)c3ccccc3F)C2)c(C)c1 (stereo not given)	-9	-5	-5	12	10	-5	-0.5	-10	1
Cc1ccc(Cl)cc1NC(=S)Nn1cnnc1	0	9	-3	-2	-2	-1	-0.9	4	0
COc1cc(/C=N/NC(=S)NCC2CCCO2)cc(OC)c1OC (stereo not given)	-8	5	-1	-6	12	-6	-0.3	-2	6
COc1ccc(NC(=O)CCCN2C(=O)CN(C)C2=O)c(OC)c1	2	1	0	-2	2	1	2.8	-1	1
Cc1ccccc1C(=O)NC(CC(C)C)C(=O)Nc1ccc(S(N)(=O)=O)cc1 (stereo not given)	-1	7	-1	-8	3	0	-1.8	5	0
CCOC(=O)C1=C(C)N(C)C(=O)NC1c1cc2c(cc1Br)OCO2 (stereo not given)	6	6	-2	7	-5	1	-1.7	4	0
O=C(NCc1ccccc1Cl)c1ccc(NC2=NC3CS(=O)(=O)CC3S2)cc1 (stereo not given)	7	10	1	-18	-4	4	-1.2	-5	0
O=S(=O)(c1ccc(Cl)c(Cl)c1)N1CCc2nc3ccccc3n2CC1	1	8	3	-2	0	12	-1.2	-7	1
